# NSD2 inh = blocks human NSD2 histone methyltransferase activity. O96028. NSD2-SET H3K36me1 DELFIA fluorescence, biochemical. inhibition, % at 12.5 µM. 44,000 tested, 0.07% active. AID 624260; in the data active = inhibition above about 54%, passing the limit was not always enough;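 also: inhibitors reduce the monomethyl H3K36 fluorescence signal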
# Target sequence (O96028 whole entry, looked up): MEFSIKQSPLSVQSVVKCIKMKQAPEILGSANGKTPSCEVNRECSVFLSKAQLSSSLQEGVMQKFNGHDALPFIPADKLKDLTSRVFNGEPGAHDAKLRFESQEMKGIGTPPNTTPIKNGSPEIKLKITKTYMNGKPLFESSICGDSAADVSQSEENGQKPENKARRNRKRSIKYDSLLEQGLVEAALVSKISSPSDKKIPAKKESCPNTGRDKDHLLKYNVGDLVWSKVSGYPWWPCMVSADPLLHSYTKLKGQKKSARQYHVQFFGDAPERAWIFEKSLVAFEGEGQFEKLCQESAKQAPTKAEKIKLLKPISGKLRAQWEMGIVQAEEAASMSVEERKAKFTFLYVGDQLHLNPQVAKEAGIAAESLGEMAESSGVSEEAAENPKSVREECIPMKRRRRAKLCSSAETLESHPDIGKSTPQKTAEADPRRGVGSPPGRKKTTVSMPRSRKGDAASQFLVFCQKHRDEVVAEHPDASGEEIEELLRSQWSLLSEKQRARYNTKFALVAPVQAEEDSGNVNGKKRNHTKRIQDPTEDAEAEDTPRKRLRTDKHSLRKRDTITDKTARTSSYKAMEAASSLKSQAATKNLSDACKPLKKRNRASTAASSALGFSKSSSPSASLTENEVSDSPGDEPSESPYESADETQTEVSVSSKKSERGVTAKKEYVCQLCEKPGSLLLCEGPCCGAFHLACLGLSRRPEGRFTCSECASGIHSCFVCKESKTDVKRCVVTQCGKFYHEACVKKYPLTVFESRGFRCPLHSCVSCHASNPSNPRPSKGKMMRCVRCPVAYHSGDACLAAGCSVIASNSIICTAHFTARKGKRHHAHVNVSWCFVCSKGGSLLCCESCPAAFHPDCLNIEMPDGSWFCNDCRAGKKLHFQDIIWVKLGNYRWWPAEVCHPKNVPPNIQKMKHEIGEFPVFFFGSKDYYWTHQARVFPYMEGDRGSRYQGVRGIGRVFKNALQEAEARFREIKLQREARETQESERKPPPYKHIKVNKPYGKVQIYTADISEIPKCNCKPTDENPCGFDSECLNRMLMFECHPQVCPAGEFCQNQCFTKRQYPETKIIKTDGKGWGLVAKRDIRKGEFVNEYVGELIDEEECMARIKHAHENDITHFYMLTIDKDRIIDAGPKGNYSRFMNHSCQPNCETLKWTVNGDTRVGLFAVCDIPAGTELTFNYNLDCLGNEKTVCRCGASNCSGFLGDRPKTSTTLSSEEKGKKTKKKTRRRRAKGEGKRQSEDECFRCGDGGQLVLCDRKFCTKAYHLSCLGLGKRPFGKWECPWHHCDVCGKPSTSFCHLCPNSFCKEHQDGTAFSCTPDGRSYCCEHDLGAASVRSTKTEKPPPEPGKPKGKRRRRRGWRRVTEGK
# An asterisk follows results filed as active.
NSD2 inh	Compound
1.6	COc1ccc(S(=O)(=O)N(C)C[C@H]2Oc3ccc(NC(=O)Cc4cn(C)c5ccccc45)cc3CC(=O)N([C@H](C)CO)C[C@@H]2C)cc1
-3.2	C[C@@H]1CN([C@H](C)CO)C(=O)Cc2cc(NC(=O)Cc3ccccc3)ccc2O[C@@H]1CN(C)Cc1ccc(-c2ccccc2)cc1
4.5	C[C@@H]1CN([C@@H](C)CO)C(=O)c2cc(NC(=O)C3CC3)ccc2O[C@@H]1CN(C)Cc1ccncc1
-4.7	C[C@@H]1CN([C@H](C)CO)C(=O)c2cc(NS(=O)(=O)c3ccccc3)ccc2O[C@@H](C)CCCCO[C@@H]1CN(C)C(=O)C1CCCCC1
-5.5	CC(C)NC(=O)Nc1ccc2c(c1)CC(=O)N([C@H](C)CO)C[C@H](C)[C@@H](CN(C)C(=O)Nc1ccc(F)cc1)O2
3.5	C[C@@H]1CN([C@H](C)CO)C(=O)c2cccc(NC(=O)CCCCCC(=O)Nc3ccccc3N)c2O[C@H]1CN(C)CC1CC1
2.9	O=C(N/N=C/c1cccc(Br)c1)c1ccccn1
0.8	CO[C@@H](CN(C)Cc1nccs1)[C@@H](C)CN([C@@H](C)CO)S(=O)(=O)c1ccc(C)cc1
3.8	C[C@@H]1CN([C@H](C)CO)S(=O)(=O)c2ccc(-c3ccc(F)cc3)cc2O[C@@H]1CN(C)C(=O)C1CC1
1.6	CC(C)NC(=O)N(C)C[C@@H]1Oc2ccc(NC(=O)NC3CCCCC3)cc2C(=O)N([C@H](C)CO)C[C@@H]1C
-4.1	Cc1ccc(S(=O)(=O)Nc2cccc3c2O[C@H](CN(C)C(=O)Nc2ccc(C(F)(F)F)cc2)[C@@H](C)CN([C@H](C)CO)C3=O)cc1
-17.1	C[C@@H]1CN([C@@H](C)CO)S(=O)(=O)c2ccc(/C=C/c3ccccc3)cc2O[C@H]1CN(C)C(=O)c1cccnc1
-1.1	C[C@@H]1CCCCO[C@@H](CN(C)S(=O)(=O)c2ccc(F)cc2)[C@@H](C)CN([C@@H](C)CO)C(=O)c2cc(NC(=O)c3ccncc3)ccc2O1
-1.0	COc1cc2nccc(Oc3ccc(NC(=O)Nc4ccc(F)cc4F)c(F)c3)c2cc1OC
0.1	C[C@@H]1CN([C@H](C)CO)C(=O)c2cccc(NC(=O)Nc3cccc4ccccc34)c2O[C@H]1CN(C)S(=O)(=O)c1ccc(Cl)cc1
8.6	C[C@H](NC(=O)C[C@H]1CC[C@H](NC(=O)c2cccnc2)[C@H](CO)O1)c1ccccc1
-4.7	Cc1ccc(S(=O)(=O)N(C)C[C@H]2OCc3cn(nn3)CCCC(=O)N([C@H](C)CO)C[C@@H]2C)cc1
2.4	C[C@H](CO)N1C[C@H](C)[C@H](CN(C)C(=O)NC2CCCCC2)Oc2ccc(NC(=O)c3ccncc3)cc2C1=O
6.4	Cc1noc(C)c1S(=O)(=O)Nc1ccc2c(c1)CC(=O)N([C@H](C)CO)C[C@H](C)[C@@H](CN(C)C(=O)Nc1ccc3c(c1)OCO3)O2
0.7	C[C@H]1CN([C@@H](C)CO)S(=O)(=O)c2ccc(-c3cncnc3)cc2O[C@H]1CN(C)C(=O)Cc1ccncc1
-4.9	C[C@H]1CN([C@@H](C)CO)C(=O)CCCn2cc(nn2)CO[C@H]1CN(C)C(=O)OCc1ccccc1
-1.8	Cc1noc(C)c1S(=O)(=O)N(C)C[C@@H]1OCCCC[C@H](C)Oc2ccc(NC(=O)C3CCCCC3)cc2C(=O)N([C@@H](C)CO)C[C@@H]1C
4.3	COCC(=O)N(C)C[C@H]1Oc2ncc(C3=CCCC3)cc2C(=O)N([C@H](C)CO)C[C@H]1C
-6.8	C[C@H]1CN([C@@H](C)CO)C(=O)c2cc(NC(=O)Nc3ccc(F)cc3)ccc2O[C@@H]1CN(C)S(=O)(=O)c1cn(C)cn1

# 3 entries out of the list, ordered by SMILES length, high to low.
NSD2 inh	Compound
-4.7	C[C@@H]1CN([C@H](C)CO)C(=O)c2cc(NS(=O)(=O)c3ccccc3)ccc2O[C@@H](C)CCCCO[C@@H]1CN(C)C(=O)C1CCCCC1
3.5	C[C@@H]1CN([C@H](C)CO)C(=O)c2cccc(NC(=O)CCCCCC(=O)Nc3ccccc3N)c2O[C@H]1CN(C)CC1CC1
2.4	C[C@H](CO)N1C[C@H](C)[C@H](CN(C)C(=O)NC2CCCCC2)Oc2ccc(NC(=O)c3ccncc3)cc2C1=O

# Further structures follow.
NSD2 inh	Compound
-5.1	C[C@@H]1CN([C@H](C)CO)C(=O)Cc2cc(NS(=O)(=O)c3ccccc3)ccc2O[C@H]1CN(C)Cc1ccc2c(c1)OCO2
1.6	C[C@@H]1CN([C@@H](C)CO)C(=O)c2cc(-c3cccnc3)cnc2O[C@@H]1CN(C)C(=O)C1CCC1
-4.5	C[C@H](CO)N1C[C@H](C)[C@H](CN(C)S(=O)(=O)c2cn(C)cn2)OCCCC[C@H](C)Oc2ccc(N(C)C)cc2C1=O
-1.5	C[C@H](CO)N1C[C@H](C)[C@@H](CN(C)C(=O)Nc2ccc(F)cc2)Oc2ccc(NS(=O)(=O)c3cccs3)cc2C1=O
8.2	C/C=C/c1ccc2c(c1)O[C@@H](CN(C)C(=O)Nc1cccc(F)c1)[C@H](C)CN([C@@H](C)CO)S2(=O)=O
1.1	C[C@@H]1CCCCO[C@@H](CN(C)C(=O)C2CCCCC2)[C@@H](C)CN([C@@H](C)CO)C(=O)c2cc(NC(=O)Cc3ccccc3)ccc2O1
11.2	O=C(C[C@@H]1CC[C@H](NC(=O)c2cnccn2)[C@H](CO)O1)NCc1ccccc1F
-1.4	O=C(C[C@H]1CC[C@@H](NC(=O)C2CCC2)[C@@H](CO)O1)NCCCN1CCOCC1
1.8	C[C@H]1CN([C@@H](C)CO)S(=O)(=O)c2ccc(C3=CCCC3)cc2O[C@H]1CN(C)Cc1ccncc1
5.0	CN(C)C(=O)C[C@@H]1C[C@H]2c3cc(NS(=O)(=O)c4ccccc4)ccc3O[C@H]2[C@H](CO)O1
8.0	O=C(OCc1ccc(-c2cccc(Cl)c2Cl)o1)c1cccnc1
0.0	C[C@H](CO)N1C[C@H](C)[C@@H](CN(C)Cc2ccc(C(F)(F)F)cc2)Oc2c(NC(=O)CCCCCC(=O)Nc3ccccc3N)cccc2C1=O
-8.6	C[C@H]1CN([C@@H](C)CO)S(=O)(=O)c2ccc(C#Cc3ccccc3)cc2O[C@H]1CN(C)C(=O)Nc1ccccc1
5.0	C[C@@H]1CCCCO[C@H](CN(C)CC2CCCCC2)[C@H](C)CN([C@H](C)CO)C(=O)c2cc(NS(=O)(=O)c3cccs3)ccc2O1
-0.7	C[C@H](CO)N1C[C@H](C)[C@H](CN(C)Cc2ccc(C(=O)O)cc2)Oc2c(NC(=O)Nc3ccc(F)cc3)cccc2C1=O
2.6	COc1ccc(CN(C)C[C@@H]2Oc3c(NC(=O)Nc4ccc(OC)cc4)cccc3C(=O)N([C@H](C)CO)C[C@H]2C)cc1
-6.7	C[C@@H]1CN([C@H](C)CO)C(=O)Cc2cc(NC(=O)C3CCCCC3)ccc2O[C@H]1CN(C)Cc1ccc(C(=O)Nc2ccccc2N)cc1
-13.1	C[C@H]1CCCCO[C@H](CN(C)C(=O)Nc2ccccc2)[C@@H](C)CN([C@@H](C)CO)C(=O)c2cc(NC(=O)Cc3ccccc3)ccc2O1
-5.2	CC(C)CC#Cc1ccc2c(c1)O[C@H](CN(C)C(=O)c1cnccn1)[C@H](C)CN([C@@H](C)CO)S2(=O)=O
9.1	C[C@@H]1CN([C@H](C)CO)S(=O)(=O)c2ccc(-c3ccncc3)cc2O[C@H]1CN(C)Cc1ccc(Oc2ccccc2)cc1
-1.7	Cc1ccc(S(=O)(=O)N(C)C[C@@H]2Oc3ncc(C#CCC(C)C)cc3C(=O)N([C@@H](C)CO)C[C@H]2C)cc1
-1.2	COc1ccc(S(=O)(=O)Nc2ccc3c(c2)C(=O)N([C@H](C)CO)C[C@@H](C)[C@H](CN(C)CC2CC2)OCCCC[C@@H](C)O3)cc1
0.6	CC(C)CC#Cc1ccc2c(c1)O[C@@H](CN(C)C(=O)CN(C)C)[C@H](C)CN([C@H](C)CO)S2(=O)=O
-7.9	O=C(C[C@@H]1C[C@H]2c3cc(NS(=O)(=O)c4ccc(F)cc4)ccc3O[C@H]2[C@H](CO)O1)NCc1ccccc1
0.9	COC(=O)N(C)C[C@@H]1OCc2cnnn2CCCC(=O)N([C@H](C)CO)C[C@@H]1C
-2.4	C[C@H](CO)N1C[C@H](C)[C@@H](CN(C)S(C)(=O)=O)Oc2cc(-c3ccncc3)ccc2S1(=O)=O
10.7	C[C@@H]1CN([C@H](C)CO)C(=O)c2cc(C#Cc3ccccn3)cnc2O[C@@H]1CN(C)Cc1cccnc1
26.7	C[C@@H]1CN([C@@H](C)CO)C(=O)c2cc(-c3cccc(C#N)c3)cnc2O[C@H]1CN(C)Cc1ccccc1
-2.7	C[C@@H]1CN([C@H](C)CO)C(=O)Cc2cc(NC(=O)CCCCCC(=O)Nc3ccccc3N)ccc2O[C@@H]1CN(C)C(=O)Nc1cccc2ccccc12
2.1	C[C@@H]1CN([C@@H](C)CO)C(=O)c2cc(C#Cc3cccnc3)cnc2O[C@H]1CN(C)C
-2.5	C[C@H](CO)N1C[C@H](C)[C@@H](CN(C)S(=O)(=O)c2ccccc2)Oc2ccc(NC(=O)Cc3cn(C)c4ccccc34)cc2C1=O
-1.2	O=C(N/N=C/c1ccc(O)cc1O)c1ccccn1
-3.9	C=CC(C)(O)CC/C=C(\C)C(=O)OCC1CCC2C(C(=O)O)=COC(OC3OC(CO)C(O)C(O)C3O)C12 (stereo not drawn)
11.8	COc1ccc(S(=O)(=O)N(C)C[C@H]2Oc3ccc(NC(=O)CCCCCC(=O)Nc4ccccc4N)cc3CC(=O)N([C@H](C)CO)C[C@@H]2C)cc1
4.9	Cc1noc(C)c1NC(=O)N(C)C[C@H]1Oc2ccc(NC(=O)NC(C)C)cc2CC(=O)N([C@@H](C)CO)C[C@@H]1C
3.8	Cc1ccc(S(=O)(=O)Nc2ccc3c(c2)CC(=O)N([C@@H](C)CO)C[C@H](C)[C@H](CN(C)S(=O)(=O)c2cccs2)O3)cc1

# Reprinted from the part before: two compounds; new compounds follow.
NSD2 inh	Compound
4.9	Cc1noc(C)c1NC(=O)N(C)C[C@H]1Oc2ccc(NC(=O)NC(C)C)cc2CC(=O)N([C@@H](C)CO)C[C@@H]1C
3.8	Cc1ccc(S(=O)(=O)Nc2ccc3c(c2)CC(=O)N([C@@H](C)CO)C[C@H](C)[C@H](CN(C)S(=O)(=O)c2cccs2)O3)cc1
0.0	C[C@H]1CCCCO[C@H](CN(C)C(=O)NC2CCCCC2)[C@@H](C)CN([C@@H](C)CO)C(=O)c2cc(NS(C)(=O)=O)ccc2O1
2.4	COc1ccc(NC(=O)N(C)C[C@H]2Oc3ccc(NC(=O)Cc4cn(C)c5ccccc45)cc3CC(=O)N([C@H](C)CO)C[C@@H]2C)cc1
0.1	C[C@@H]1CCCCO[C@@H](CN(C)C(=O)CCC(F)(F)F)[C@@H](C)CN([C@H](C)CO)C(=O)c2cc(NC(=O)C3CCCCC3)ccc2O1
3.4	C[C@H](CO)N1C[C@H](C)[C@H](CN(C)C(=O)CCCN(C)C)OCCCC[C@H](C)Oc2ccc(NS(=O)(=O)c3cn(C)cn3)cc2C1=O
3.1	CCCC#Cc1cnc2c(c1)C(=O)N([C@@H](C)CO)C[C@@H](C)[C@@H](CN(C)C(=O)Cc1ccccc1)O2
-148.4	C[C@@H]1CN([C@@H](C)CO)C(=O)c2cc(NC(=O)Cc3ccccc3)ccc2O[C@@H](C)CCCCO[C@H]1CN(C)C(=O)Nc1ccccc1
-2.6	CO[C@H]1O[C@H](CO)[C@@H](OC(=O)Nc2cccc(F)c2)[C@H](OC(=O)Nc2ccc3c(c2)OCO3)[C@H]1OC(=O)Nc1ccc2c(c1)OCO2
-5.5	C[C@@H]1CN([C@H](C)CO)C(=O)c2cc(NC(=O)Nc3cccc4ccccc34)ccc2O[C@H]1CN(C)S(=O)(=O)c1ccc(F)cc1
-0.4	C[C@@H]1CN([C@@H](C)CO)S(=O)(=O)c2ccc(C#Cc3ccncc3)cc2O[C@@H]1CN(C)C(=O)C1CCCCC1
3.4	C[C@@H]1CN([C@@H](C)CO)C(=O)c2cccc(NS(C)(=O)=O)c2O[C@@H]1CN(C)S(C)(=O)=O
1.5	CNC[C@H]1Oc2ccc(NS(=O)(=O)c3cccs3)cc2CC(=O)N([C@H](C)CO)C[C@H]1C
-16.9	Cc1ccc(-c2cnc3c(c2)C(=O)N([C@H](C)CO)C[C@@H](C)[C@@H](CN(C)C(=O)c2ccc(F)cc2)O3)cc1

# Some of the entries above in a different format:
Compound | NSD2 inh
Cc1ccc(-c2cnc3c(c2)C(=O)N([C@H](C)CO)C[C@@H](C)[C@@H](CN(C)C(=O)c2ccc(F)cc2)O3)cc1 | -16.9
C[C@H](CO)N1C[C@H](C)[C@H](CN(C)C(=O)CCCN(C)C)OCCCC[C@H](C)Oc2ccc(NS(=O)(=O)c3cn(C)cn3)cc2C1=O | 3.4
COc1ccc(NC(=O)N(C)C[C@H]2Oc3ccc(NC(=O)Cc4cn(C)c5ccccc45)cc3CC(=O)N([C@H](C)CO)C[C@@H]2C)cc1 | 2.4

# Going on with the list:
NSD2 inh	Compound
-3.2	C[C@H]1CN([C@@H](C)CO)C(=O)c2cccc(NS(=O)(=O)c3ccc(F)cc3)c2O[C@H]1CN(C)Cc1ccc2c(c1)OCO2
-0.9	C[C@@H]1CN([C@@H](C)CO)C(=O)c2cccc(NS(=O)(=O)c3ccc(F)cc3)c2O[C@H]1CN(C)Cc1ccc(-c2ccccc2)cc1
-2.6	C[C@@H]1O[C@@H](O[C@@H]2[C@@H](O)[C@H](OC(=O)[C@]34CCC(C)(C)CC3C3=CCC5[C@@]6(C)CC[C@H](OC7OC(CO)C(OC8OCC(O)C(O)C8O)C(O)C7O)C(C)(C)C6CC[C@@]5(C)[C@]3(C)CC4O)O[C@H]2CO)[C@H](O)[C@H](O)[C@H]1O[C@H]1OC[C@](O)(CO)[C@H]1O (stereo partly drawn)
4.6	COc1ccc(S(=O)(=O)N(C)C[C@@H]2Oc3ccc(NS(=O)(=O)c4ccccc4)cc3CC(=O)N([C@H](C)CO)C[C@H]2C)cc1

# High-throughput results as filed in PubChem BioAssay.

# An excerpt; the hit share may differ from the screen's.
